# Bioassay records as filed in PubChem.
# APJ antagonist = APJ receptor antagonism | CHO-K1 APJ beta-arrestin complementation, luminescence | inhibition, % at 20 µM | hit rate 0.32% among 330,000;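 active = inhibition above about 40% at 20 µM, limit read from the data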;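 also: cells challenged with 10 nM apelin-13 agonist together with compound; plate controls were apelin-13 plus DMSO wells for no effect and DMSO wells lacking apelin-13 for full effect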
# Gli-Sufu block = Gli-Sufu pathway antagonism. Sufu-KO-LIGHT fibroblasts, Gli luciferase reporter luminescence. inhibition, % at 5 µM. hit rate 0.74% among 340,000. AID 588413;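 active = inhibition above about 55%, limit read from the data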;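 also: 0% = DMSO-treated cells and 100% = wells with medium but no cells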
# ATG4B inh = blocks human ATG4B protease cleavage of LC3 substrate. Q9Y4P1. ATG4B cleavage of LC3-PLA2, NBD-HPC fluorescence, 1 h. inhibition, % at 8.33 µM. hit rate 0.51% among 340,000. AID 504462; in the data active = inhibition above about 40%
# UBC13 polyUb = blocks human UBC13 polyubiquitin chain formation. P61088. inhibition, % at 20 µM. TR-FRET. hit rate 0.47% among 330,000; in the data active = inhibition above about 45%, passing the limit was not always enough
# Target sequence (P61088 whole entry, looked up): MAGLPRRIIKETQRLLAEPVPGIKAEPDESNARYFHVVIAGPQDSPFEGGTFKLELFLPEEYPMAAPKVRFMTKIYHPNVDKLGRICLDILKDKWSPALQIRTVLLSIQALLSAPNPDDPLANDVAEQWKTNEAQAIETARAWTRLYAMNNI
# APJ agonist = agonists of human APJ apelin receptor; P35414; CHO-K1 APJ PathHunter beta-arrestin, luminescence; 0% DMSO wells, 100% apelin; activation, % at 20 µM; hit rate 0.11% among 330,000;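 active = activation more than six SD over the plate average, tested at 20 µM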;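 also: 0% = DMSO alone and 100% = apelin-13 at 10 nM; some results filed as inactive read as strong as hits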
#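 Assay system: CHO-K1 APJ beta-arrestin complementation cell line / Compound: single test compound dose, 20 µM final, 1% DMSO / Times: overnight seeding, 90 min compound at 25 °C, 1 h detection / Technique: beta-gal luminescence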
# CXCR6 block = CXCR6 (human) receptor inhibition; O00574; CHO-K1 PathHunter CXCR6 beta-arrestin, luminescence; inhibition, % at 20 µM; hit rate 0.36% among 360,000; AID 602244; in the data active = inhibition above about 34%, passing the limit was not always enough;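 also: antagonist mode with CXCL16 agonist at 10 nM final; 0% = 10 nM CXCL16 with DMSO and 100% = unstimulated wells without agonist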
# Target sequence (O00574 whole entry, looked up): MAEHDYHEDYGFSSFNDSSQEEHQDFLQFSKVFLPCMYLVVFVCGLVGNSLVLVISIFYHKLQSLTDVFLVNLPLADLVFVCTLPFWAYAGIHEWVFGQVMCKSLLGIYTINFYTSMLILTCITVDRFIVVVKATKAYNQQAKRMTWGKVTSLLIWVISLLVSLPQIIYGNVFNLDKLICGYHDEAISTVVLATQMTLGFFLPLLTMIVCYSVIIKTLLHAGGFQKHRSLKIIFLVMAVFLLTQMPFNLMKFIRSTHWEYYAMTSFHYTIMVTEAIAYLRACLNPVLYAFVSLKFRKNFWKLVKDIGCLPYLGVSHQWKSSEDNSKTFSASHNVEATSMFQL
# CCR6 antag = blocks CCL20-driven beta-arrestin recruitment at human CCR6. CHO-K1 CCR6 PathHunter beta-arrestin, luminescence, CCL20-stimulated. inhibition, % at 20 µM. hit rate 0.49% among 340,000. P51684. AID 493098;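 active = compounds whose inhibition of the agonist-driven luminescence signal at 20 µM reaches about 50%, limit read from the data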;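 also: cells stimulated with CCL20 at 14 nM final; plate controls were DMSO with CCL20 for no effect and DMSO without agonist for full effect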
# EBI2 antag = blocks human EBI2 receptor beta-arrestin signaling; P32249; EBI2 beta-arrestin recruitment, luminescence, 7a,25-OHC stimulated; inhibition, % at 5 µM; hit rate 0.81% among 360,000; AID 651636; in the data active = inhibition above about 38%;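 also: enzyme fragment complementation signal reports receptor beta-arrestin coupling in cells; 0% = agonist plus DMSO wells and 100% = wells without agonist; some results beyond the cut were filed as inactive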
# Target sequence (P32249 whole entry, looked up, the tested form may be a part): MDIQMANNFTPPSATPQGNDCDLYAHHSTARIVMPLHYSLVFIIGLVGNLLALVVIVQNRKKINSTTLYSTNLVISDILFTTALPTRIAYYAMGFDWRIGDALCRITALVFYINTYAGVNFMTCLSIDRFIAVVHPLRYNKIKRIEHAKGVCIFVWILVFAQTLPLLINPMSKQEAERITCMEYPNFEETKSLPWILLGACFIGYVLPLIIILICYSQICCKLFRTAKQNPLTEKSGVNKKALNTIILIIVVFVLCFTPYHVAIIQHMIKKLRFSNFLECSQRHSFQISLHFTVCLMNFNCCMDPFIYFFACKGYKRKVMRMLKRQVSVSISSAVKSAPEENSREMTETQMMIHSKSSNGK
# * marks the source's active call; other numbers are inactive results; / = no result given.
1: CCC1(C)Cc2c(sc3c2c(=O)n(-c2ccccc2)c(=O)n3C)CO1 (stereo unspecified)
2: CCOC(=O)CC1(C)NC(C(=O)O)C(C)(C)S1 (stereo unspecified)
3: O=C(Cn1cnc2sc(-c3ccccc3)cc2c1=O)NCc1ccccc1
4: COc1cc(NS(=O)(=O)c2ccc(NC(=O)COc3ccc(C)cc3)cc2)nc(OC)n1
5: O=C(O)c1cccc(Nc2ccncc2[N+](=O)[O-])c1
6: CCOc1ncccc1C(=O)OCC(=O)Nc1ccc(C(N)=O)cc1
7: CC(C)(CO)NCc1ccccc1OCC(=O)Nc1ccccc1
8: COc1cccc(NC(=O)NNC(=O)c2ccc3c(c2)NC(=O)C(C)(C)O3)c1
Compound	1	2	3	4	5	6	7	8
APJ antagonist	-23	/	-9	5	18	-17	10	0
Gli-Sufu block	-1	0	-8	3	-19	1	3	/
ATG4B inh	-4	5	-2	-14	-3	0	-4	6
UBC13 polyUb	-1	/	1	-8	-3	-6	5	7
APJ agonist	-4	/	0	-6	-4	0	-6	-2
CXCR6 block	4	-2	-5	-2	1	0	3	-2
CCR6 antag	2	6	10	16	3	3	8	8
EBI2 antag	-10	-5	17	2	-2	3	3	-12

9: O=C(O)c1cccc(NC(CNS(=O)(=O)c2ccc(Cl)cc2)c2ccccc2)c1 (stereo unspecified)
10: O=C1CCC(/C=C/c2ccccc2)=NN1Cc1ccccc1
11: Cc1nonc1OCC(C)(COc1nonc1C)NC(=O)c1ccc(Cl)cc1
12: COc1ccc(CNC(=O)CN2C(=O)CSc3ccc(S(=O)(=O)N4CCCCC4)cc32)cc1
13: COc1cc(NC(=O)Cn2cnc3ccccc3c2=O)c(OC)cc1Cl
14: O=C(CN1CCC(n2nnc3cc(C(F)(F)F)ccc32)CC1)NNC(=O)c1ccco1
15: Cc1cccc(/C=N/NC(=O)Cc2ccc(Cl)cc2)c1O
16: S=C(Nc1ccccc1)N1N=CCC1c1ccccc1 (stereo unspecified)
Compound	9	10	11	12	13	14	15	16
APJ antagonist	-8	3	17	12	2	-14	-11	-7
Gli-Sufu block	-4	10	0	-14	-30	-8	6	-31
ATG4B inh	-10	-4	-5	-12	0	-17	-1	-6
UBC13 polyUb	-4	3	5	-12	-1	11	8	4
APJ agonist	-5	-2	-4	13	-2	-1	-3	1
CXCR6 block	0	0	5	3	-6	2	-4	-1
CCR6 antag	4	2	9	9	12	-12	2	-5
EBI2 antag	6	6	17	14	-3	-2	1	-6

# Entries of single compounds from above. Values in the order: APJ antagonist | Gli-Sufu block | ATG4B inh | UBC13 polyUb | APJ agonist | CXCR6 block | CCR6 antag | EBI2 antag
# `Cc1nonc1OCC(C)(COc1nonc1C)NC(=O)c1ccc(Cl)cc1` is entered as 17 | 0 | -5 | 5 | -4 | 5 | 9 | 17
# `O=C(O)c1cccc(NC(CNS(=O)(=O)c2ccc(Cl)cc2)c2ccccc2)c1` (stereo unspecified) is entered as -8 | -4 | -10 | -4 | -5 | 0 | 4 | 6
# `Cc1cccc(/C=N/NC(=O)Cc2ccc(Cl)cc2)c1O` is entered as -11 | 6 | -1 | 8 | -3 | -4 | 2 | 1
# `O=C(CN1CCC(n2nnc3cc(C(F)(F)F)ccc32)CC1)NNC(=O)c1ccco1` is entered as -14 | -8 | -17 | 11 | -1 | 2 | -12 | -2

# (more compounds)
17: CN(C)c1ccc(C(=O)OCC(=O)N2CCOCC2)cc1
18: CCOc1ncccc1C(=O)OCC(=O)c1ccc(OC)c(OC)c1
19: CCC1(CC)NC(=S)N(Nc2ccccc2)C1=O
20: Cc1cccc(OCC(=O)Nc2ccccc2N2CCCC2)c1C
21: Cc1nn(C)c(C)c1NC(=O)C12CC3CC(CC(C3)C1)C2
22: O=C(Nc1nc(-c2ccc(Oc3ccccc3)cc2)cs1)C1=COCCO1
23: CCOc1cc(C(=O)CCC(=O)OCC(=O)N2c3ccccc3NC(=O)C2(C)C)ccc1O
24: Cc1ccc(C(=O)C(OC(=O)c2c(C)cc(=O)oc2C)c2ccccc2)cc1 (stereo unspecified)
Compound	17	18	19	20	21	22	23	24
APJ antagonist	-3	3	-26	5	-2	7	-16	2
Gli-Sufu block	33	2	0	5	-11	-4	12	-19
ATG4B inh	-4	-3	-3	11	1	21	-7	-1
UBC13 polyUb	-16	-8	2	-4	3	12	6	-4
APJ agonist	-1	0	1	-9	0	-1	-2	-4
CXCR6 block	-1	5	4	-8	0	-10	-10	10
CCR6 antag	-6	-7	3	24	3	9	-7	29
EBI2 antag	-5	4	-13	19	-8	74*	-8	9

# 7 compounds drawn at random from those above, as already listed:
17: CN(C)c1ccc(C(=O)OCC(=O)N2CCOCC2)cc1
21: Cc1nn(C)c(C)c1NC(=O)C12CC3CC(CC(C3)C1)C2
24: Cc1ccc(C(=O)C(OC(=O)c2c(C)cc(=O)oc2C)c2ccccc2)cc1 (stereo unspecified)
20: Cc1cccc(OCC(=O)Nc2ccccc2N2CCCC2)c1C
23: CCOc1cc(C(=O)CCC(=O)OCC(=O)N2c3ccccc3NC(=O)C2(C)C)ccc1O
22: O=C(Nc1nc(-c2ccc(Oc3ccccc3)cc2)cs1)C1=COCCO1
18: CCOc1ncccc1C(=O)OCC(=O)c1ccc(OC)c(OC)c1
Compound	17	21	24	20	23	22	18
APJ antagonist	-3	-2	2	5	-16	7	3
Gli-Sufu block	33	-11	-19	5	12	-4	2
ATG4B inh	-4	1	-1	11	-7	21	-3
UBC13 polyUb	-16	3	-4	-4	6	12	-8
APJ agonist	-1	0	-4	-9	-2	-1	0
CXCR6 block	-1	0	10	-8	-10	-10	5
CCR6 antag	-6	3	29	24	-7	9	-7
EBI2 antag	-5	-8	9	19	-8	74*	4

# Following part.
25: Cc1ccc(NC(=O)CSc2nc3ccccc3c3nc4ccccc4n23)cc1
26: COc1ccc(OC)c(S(=O)(=O)Nc2ccccc2C(F)(F)F)c1
27: Cc1ccc(CN(C(=O)c2csnn2)C(C(=O)NC2CCCC2)c2ccc(C)o2)cc1 (stereo unspecified)
28: CCc1cc(Cn2nc(-c3ccccc3)cc2C(=O)O)on1
29: CCOC(=O)c1ccc(NC(=O)CSc2ccc(-c3ccncc3)nn2)cc1
30: CCC(CCC(=O)Nc1cccc(C(=O)O)c1)C(=O)O (stereo unspecified)
31: Cc1cc(=O)cc(C)n1-c1ccccc1N1CCOCC1
32: CCN1CCN(CC(=O)NC2CCCCC2)C(=O)C1=O
Compound	25	26	27	28	29	30	31	32
APJ antagonist	-8	-2	-2	1	-44	22	2	-49
Gli-Sufu block	46	4	0	5	-15	-1	8	-1
ATG4B inh	1	4	-16	7	-8	3	-6	2
UBC13 polyUb	-12	-5	3	-6	2	-2	6	2
APJ agonist	-1	-1	-6	7	4	-2	-5	-2
CXCR6 block	-3	-8	-9	-5	-4	-9	-5	8
CCR6 antag	4	6	18	-6	-9	-13	7	-1
EBI2 antag	-3	0	-30	-11	1	-22	-4	4

# Further compounds:
no.	canonical_smiles	APJ antagonist	Gli-Sufu block	ATG4B inh	UBC13 polyUb	APJ agonist	CXCR6 block	CCR6 antag	EBI2 antag
33	CCCCCCC(c1c(C)n(C)n(-c2ccccc2)c1=O)c1c(C)n(C)n(-c2ccccc2)c1=O	14	13	-9	-2	-5	-13	10	-5
34	COc1ccc(CC(=O)NCc2ccccc2Cl)cc1S(=O)(=O)N1CCOCC1	-4	1	1	-3	-2	-4	-8	12
35	Cc1cc(C)n2c(Nc3ccc4c(c3)OCCO4)c(-c3ccccc3)nc2n1	6	2	-7	-4	-1	4	2	2
36	Cc1csc(NC(=O)CSc2nnc(NC(=O)COc3ccccc3)s2)n1	1	1	8	11	-3	-2	5	-6
37	O=C(Nc1cccc(C(=O)Nc2ccc(F)cc2F)c1)c1ccccc1	-3	24	-1	-1	-3	2	1	7
38	O=C(COC(=O)C1CC2C=CC1C2)NCc1ccc(F)cc1 (stereo unspecified)	0	-2	-3	2	0	-12	12	-2
39	CCOC(=O)c1c(NC(=O)C[n+]2ccc(Cc3ccccc3)cc2)sc(C)c1C	-4	52	3	17	-2	-4	-7	-10
40	Cc1cc(NS(=O)(=O)c2ccc(NC(NC(=O)C(C(F)(F)F)C(F)(F)F)(C(F)(F)F)C(F)(F)F)cc2)no1	/	2	1	/	/	-1	-3	7
41	O=C(COc1ncnc2cc([N+](=O)[O-])ccc12)NCCc1ccc(Cl)cc1	-52	-5	-9	-3	1	-24	-28	-3
42	Cc1c(Br)c([N+](=O)[O-])nn1CC(=O)Nc1ccccn1	6	2	-3	-11	-3	0	-7	-3
43	Cc1cc(C)n2nc(C(=O)N/N=C/c3cccs3)nc2n1	-2	-1	6	-4	-4	0	5	-17
44	Cc1ccc(N=C2CCCN2Cc2ccccc2)c(C#N)c1	-5	-18	1	5	-4	6	12	5
45	NC(=O)Nc1ccc(Oc2c(F)c(F)c(F)c(F)c2F)cc1	-4	0	-1	7	-2	-7	2	2
46	COC(=O)CNC(=O)c1ccccc1[N+](=O)[O-]	9	-11	6	-2	-2	-4	-13	-9
47	COC(=O)[C@H](Cc1ccccc1)NC(=O)NCc1ccc(S(N)(=O)=O)cc1	-22	-11	-3	-10	-3	-3	-12	-4
48	CO/N=C(/CNC(=O)c1ccc(F)cc1)c1ccc(Cl)cc1	9	1	6	-3	-2	8	16	0
49	CCOC(=O)NC(=O)C(=CNc1cccc(OC)c1)C(=O)NC(=O)OCC	13	-7	1	12	0	6	5	0
50	Cc1nc2ccccc2c(=O)n1/N=C/c1ccncc1	13	9	0	21	-3	-8	-5	15
51	CCOc1ccccc1-n1c(SCC(N)=O)nnc1-c1ccccc1	-6	-7	-5	2	-4	5	-2	-8
52	COC(=O)N/N=C/c1ccc(OCCSc2ccc(Cl)cc2)c(OC)c1	-12	8	19	-7	1	-6	9	3
53	Cc1nc(Nc2nc3ccccc3o2)nc2c1CCC2	10	-28	0	18	-3	0	22	-5
54	O=C(/C=C/c1ccc(Cl)cc1)Nc1ccc(N2CCCCC2)cc1	-5	-2	5	-24	0	3	5	44*
55	O=c1[nH]c2ccccc2cc1CN(CC1CCCO1)S(=O)(=O)c1ccc(Cl)cc1 (stereo unspecified)	-3	-14	-8	-3	-2	-6	-5	0
56	O=[N+]([O-])c1cccc(OCc2cn3cccnc3n2)c1	-24	-9	-3	0	0	1	0	-3
57	Cc1cc(OC(C)C)nc(NCc2ccccc2)n1	-1	2	4	10	-2	-8	41	15
58	CCOC(=O)c1ccc(NC(=O)COc2cc(=O)n(CC)c3ccccc23)cc1	14	-11	-3	18	-3	-1	0	-1
59	Cc1nnc(SCC(=O)NC2CCCCCC2)n1N	-12	-5	4	8	-1	4	2	4
60	COc1ccc2sc(-c3ccccc3OC)c(-c3ccc(O)cc3)c2c1	2	-3	-3	18	-2	-2	10	4
61	OCC1(Cc2cccc(C(F)(F)F)c2)CCN(Cc2cc(F)cc(F)c2)CC1	5	18	8	3	-1	-8	9	3
62	COC(=O)C1=C(C(=O)OC)[C@@H]2N(C)c3ccccc3[C@@]23C[C@@H](C(=O)OC)N(C(=O)C2CCC2)C3=N1	18	-4	-10	-4	0	7	3	7
63	O=C1C=C(/C=C/C2C=CC=CC2)C[C@@H](c2ccc(Cl)cc2)C1 (stereo partly specified)	-12	-14	1	0	-4	-2	7	48*
64	O=[N+]([O-])c1ccc(Oc2ccc(C(F)(F)F)cn2)cc1	1	-5	-11	6	-3	-11	13	8
65	Cn1cc(CN(CCO)Cc2cccs2)c(-c2cccc(Cl)c2)n1	12	3	-17	5	-3	5	-1	10
66	CCN(CC)S(=O)(=O)c1ccc(N/N=C/c2cc(OC)ccc2O)nc1	6	47	-14	-12	-2	10	19	5
67	CCN(CC)c1ccc(C(=O)c2cnc(/N=C/N(C)C)s2)cc1	9	-14	-11	-10	-2	-5	0	-7
68	O=C(NCC1CCCO1)C(c1ccncc1)N(Cc1cccs1)C(=O)Cn1nnc(-c2ccc(F)cc2)n1 (stereo unspecified)	2	9	-9	0	0	0	-1	-2
